High-throughput results as filed in PubChem BioAssay.
Luciferase inh – Firefly luciferase inhibition profiling of diverse chemical library using quantitative high-throughput screening. Luciferin 4-monooxygenase (Photinus pyralis), P08659. purified P. pyralis luciferase, luminescence, biochemical. Potency, µM (series often up to 115 µM), for inactives: top-dose activity change, negative = inhibition, hits mostly inhibitors. hit rate 2.5% among 76,000; note: potency is the fitted concentration of half-maximal effect; nearly all actives have a fitted effect of over 65% in size
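Luminescence read by CCD imager after adding enzyme (10nM final) to wells holding compound, titrated in qHTS. Substrates 10uM each D-luciferin and ATP; buffer 50mM Tris acetate pH 7.5, 10mM Mg acetate, Tween-20, BSA.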
GPT2 inh – Primary qHTS assay for inhibitors of Glutamate pyruvate transaminase 2 (GPT2). Alanine aminotransferase 2 (Homo sapiens), Q8TD30. Recombinant GPT2, coupled pyruvate oxidase/HRP Amplex Red fluorescence. Potency, µM (doses to about 57.7 µM), for inactives: at the highest dose activity change, negative = inhibition, actives largely listed as inhibitors. hit rate 0.25% among 100,000; note: potency is the fitted concentration of half-maximal effect; nearly all actives have a fitted effect of over 60% in size; many of its hits are not listed in these tables
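Recombinant GPT2 (10ng/uL) with 250uM a-KG and 2mM L-alanine, 30 min at room temperature, in HEPES pH 7.5 buffer. Pyruvate detected by pyruvate oxidase/HRP/Amplex Red fluorescence after 30 min in the dark; AOA (50uM) as positive control.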
SNCA viab count – GF-AFC viability counterscreen for inhibitors of alpha-synuclein gene (SNCA) expression; HEK-293-SNCA-luc viability, GF-AFC fluorescence, 24 h; Potency, µM (titrated, usually from 57.1 µM), without a hit: at the highest dose activity change, negative = cytotoxicity, hits mostly cytotoxic; hit rate 0.12% among 150,000;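 note: potency is the fitted concentration of half-maximal effect; 0% = DMSO-treated cells and -100% = medium-only wells without cells; nearly all actives have a fitted effect of over 30% in size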
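Cytotoxicity counterscreen: after 24 h compound treatment of genome-edited SNCA-luciferase HEK-293 cells, live-cell protease substrate GF-AFC read by fluorescence after 30 min; activity scaled between DMSO (0%) and medium-only (-100%), curves Hill-fitted.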
IP6K1 inhibitor – Primary qHTS assay for small molecule inhibitors of Inositol hexaphosphate kinase 1 (IP6K1) | IP6K1 kinase, ADP-Glo luminescence, 2 h; stronger effect = lower value | hit rate 0.81% among 140,000 | activity change, % (series mostly up to about 58 µM) | Inositol hexakisphosphate kinase 1 (Homo sapiens), Q92551 | AID 1645851, 2021; in the data active = activity change below about -25%
Target sequence (Q92551 whole entry, looked up): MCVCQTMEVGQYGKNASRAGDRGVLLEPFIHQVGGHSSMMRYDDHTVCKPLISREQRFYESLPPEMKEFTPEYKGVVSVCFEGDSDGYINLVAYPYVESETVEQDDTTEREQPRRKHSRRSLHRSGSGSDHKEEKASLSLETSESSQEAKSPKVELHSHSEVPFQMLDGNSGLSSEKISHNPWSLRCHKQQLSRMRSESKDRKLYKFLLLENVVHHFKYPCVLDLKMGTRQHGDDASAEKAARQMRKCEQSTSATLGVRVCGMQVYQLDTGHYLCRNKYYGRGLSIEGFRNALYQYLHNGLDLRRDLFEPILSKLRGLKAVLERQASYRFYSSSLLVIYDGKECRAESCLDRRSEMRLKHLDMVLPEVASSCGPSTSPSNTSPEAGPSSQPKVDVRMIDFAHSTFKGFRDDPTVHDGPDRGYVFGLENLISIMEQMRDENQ
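ADP-Glo luminescence measures ADP made by human IP6K1 during a 2 h RT reaction with ATP/IP6 (mix at 1.3 mM/130 uM); top library doses 57.5 and 19.1 uM final.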
HEK cytotox – Cytotoxic Profiling in HEK 293 Cell Line of Diverse Libraries Using Quantitative High-Throughput Screening; HEK 293 viability, ATP luminescence (CellTiter-Glo), 48-72 h; Potency, µM (titrated, usually from 115 µM), for inactives: at the highest dose activity change, negative = cytotoxicity, actives largely listed as inhibitors; hit rate 6.6% among 94,000; AID 1345083, 2018; note: potency is the fitted concentration of half-maximal effect; nearly all actives have a fitted effect of over 60% in size
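Viability of HEK 293 cells, plated at 250 cells/well, was judged by cellular ATP after compound treatment for 48 or 72 hr. Luminescence was imaged 10 min after CellTiter-Glo addition at room temperature.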
NIH3T3 tox – Cytotoxic Profiling in NIH 3T3 Cell Line of Diverse Libraries Using Quantitative High-Throughput Screening | NIH 3T3 viability, CellTiter-Glo ATP luminescence, 48-72 h | Potency, µM (doses to about 96.7 µM), for inactives: at the top dose activity change, negative = cytotoxicity, hits mostly inhibitors | hit rate 4.3% among 94,000 | AID 1345082, 2018; note: potency is the fitted concentration of half-maximal effect; nearly all actives have a fitted effect of over 55% in size
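Mouse fibroblast NIH 3T3 cells, 400 per well, received compound via pintool and were incubated for 48 or 72 hr prior to CellTiter-Glo ATP luminescence measurement.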
SNCA expr inhib – Primary qHTS assay for inhibitors of alpha-synuclein gene (SNCA) expression; HEK-293 SNCA-luciferase knock-in, luminescence, 24 h; hit rate 0.17% among 140,000; Potency, µM (highest dose often 57.2 µM), without a hit: top-dose activity change, negative = inhibition, hits mostly inhibitors;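 note: potency is the fitted concentration of half-maximal effect; plate controls were DMSO cells for no effect and cell-free wells for full effect; nearly all actives have a fitted effect of over 45% in size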
An asterisk follows results filed as active; i = inactive; ? = inconclusive; / = no result given; [ ] = remark or other dose. Unless noted, calls come from the whole dose curve; as a rule, active = well fitted curve in the direction sought with a large enough effect; inconclusive = small, poorly fitted or top-dose-only effect, or another doubt; inactive = no such curve, though single readings can be large; an effect the other way counts as inactive or inconclusive. Unless noted, % is set by controls: 0 for no effect and ±100 for the full control effect. Some of the compounds tested; rates above refer to the full screens.

Fields: Luciferase inh | GPT2 inh | SNCA viab count | IP6K1 inhibitor | HEK cytotox | NIH3T3 tox | SNCA expr inhib
- O=C(NCc1cccnc1)c1cc(-c2cnccc2Cl)c2cccn2n1
→ / | i | -20.8% | 10.4 | ? | ? | 6.5%
- CC(C)N(Cc1cnn(C)c1)Cc1cn(Cc2ccccc2)nc1-c1ccc2c(c1)OCO2
→ -2.2% | i | -6.7% | 5.8 | -17.5% | -5.8% | 0.7%
- COc1ccc(S(N)(=O)=O)cc1C(=O)N1CCOCC1CC(=O)O (stereo not drawn)
→ 8.3% | i | -0.3% | 17.8 | -10.7% | 0.9% | 12.5%
- Cc1ccc(N2CCN(C(=O)CCc3c(C)nc4c(c3C)c(=O)n(C)c(=O)n4C)CC2)c(C)c1
→ / | / | -16.3% | 14.3 | / | / | -11.0%
- COc1ccc(C(=O)N2CCC[C@H](n3c(=O)n(CC4CC4)c4cccnc43)C2)c(OC)c1
→ / | -29.0% | -19.2% | -10.3 | ? | -42.2% | 2.8%
- Cc1cnc(-c2ccccc2)n1C1CCN(C(=O)CC2CCCCC2)C1 (stereo not drawn)
→ / | -5.4% | -2.0% | -4.2 | -10.0% | ? | 11.6%
- O=C1CC(c2ccccc2)NCCCCCN1 (stereo not drawn)
→ 1.3% | i | -2.8% | -1.3 | i | -5.7% | -0.4%
- CCC(=O)N1CCCN(CC)C2(CCOCC2)C1
→ 0.3% | ? | -14.7% | -1.3 | -0.2% | -0.4% | 18.0%
- O=c1n(Cc2ccc(F)cc2)nc2n1CCCCC2
→ -2.5% | -0.5% | 8.8% | 19.8 | 13.5% | 2.8% | -5.3%
- CCOC(=O)c1c(C)oc2ccc(N(C(=O)c3ccncc3)S(=O)(=O)c3ccc(Br)cc3)cc12
→ / | / | -2.2% | 14.0 | / | / | -1.1%
- Cn1cc(-c2cnc(Nc3cnccn3)c3c2CCO3)cn1
→ ? | -29.9%[88.5 µM] | -4.4%[87.6 µM] | 15.2 | 1.5%[172 µM] | ? | 44.2%[activator][87.6 µM]
- CCN(C(=O)CN1C(=O)NC2(CCS(=O)(=O)CC2)C1=O)c1cccc(C)c1
→ 4.5% | -5.4% | 4.8% | -15.5 | 12.6% | -14.5% | 24.9%
- COc1ccc(C(=O)N2CCC3(CC2)OCC(C(=O)NC2CC2)N3C(=O)c2ccc(OC)cc2)cc1 (stereo not drawn)
→ 1.6% | i | -6.9% | -5.8 | 3.7% | 1.9% | 15.3%
- Cc1ccc(NC(=O)CSc2nc(-c3ccc(F)cc3)nc3c2Cc2c(CO)cnc(C)c2O3)cc1C
→ / | / | 1.8% | 10.8 | / | / | -10.9%
- CCOCC(=O)N1CCn2nc(Cc3ccccc3)cc2C1
→ 8.4% | -5.4%[11.5 µM] | 10.4% | 6.0 | -2.8% | -13.8% | 24.1%

Single records (already shown):
CCOC(=O)c1c(C)oc2ccc(N(C(=O)c3ccncc3)S(=O)(=O)c3ccc(Br)cc3)cc12 as listed: Luciferase inh = /; GPT2 inh = /; SNCA viab count = -2.2%; IP6K1 inhibitor = 14.0; HEK cytotox = /; NIH3T3 tox = /; SNCA expr inhib = -1.1%
O=c1n(Cc2ccc(F)cc2)nc2n1CCCCC2 as listed: Luciferase inh = -2.5%; GPT2 inh = -0.5%; SNCA viab count = 8.8%; IP6K1 inhibitor = 19.8; HEK cytotox = 13.5%; NIH3T3 tox = 2.8%; SNCA expr inhib = -5.3%
Cc1cnc(-c2ccccc2)n1C1CCN(C(=O)CC2CCCCC2)C1 (stereo not drawn) as listed: Luciferase inh = /; GPT2 inh = -5.4%; SNCA viab count = -2.0%; IP6K1 inhibitor = -4.2; HEK cytotox = -10.0%; NIH3T3 tox = ?; SNCA expr inhib = 11.6%

The list goes on.
Short keys: A = Luciferase inh; B = GPT2 inh; C = SNCA viab count; D = IP6K1 inhibitor; E = HEK cytotox; F = NIH3T3 tox; G = SNCA expr inhib
structure: Cc1ccccc1-n1cc(CNC(=O)C(c2cccc(F)c2)N(C)C)cn1 (stereo not drawn)
  A: -2.3% | B: 3.0% | C: 18.8% | D: -1.3 | E: -9.2% | F: 0.6% | G: -16.6%

structure: O=C1CCN(C(=O)Cn2ccnc2)CCCC(c2nc(-c3cccnc3)no2)CCN1 (stereo not drawn)
  A: -5.5% | B: -8.0% | C: -1.6% | D: 44.6 | E: 2.5% | F: -11.7% | G: 12.4%

structure: CS(=O)(=O)c1cnc(NC2CCCCCC2)nc1C1CCCNC1 (stereo not drawn)
  A: 2.3% | B: -4.5% | C: -0.8% | D: 9.1 | E: -5.3% | F: -5.2% | G: 4.6%

structure: CCC#CCN1Cc2cc(OC)ccc2N(CC(O)COc2ccccc2)CCC1=O (stereo not drawn)
  A: / | B: / | C: / | D: 2.0 | E: ? | F: ? | G: /

structure: Cc1ccc(CN2C(=O)C3(c4ccccc42)N(c2ccc(C)c(Cl)c2)C(=O)CS3(=O)=O)cc1 (stereo not drawn)
  A: / | B: / | C: -6.1% | D: -1.5 | E: / | F: / | G: -13.4%

structure: O=C(c1ccco1)N1CCN(C(=O)C2NCCc3[nH]cnc32)CC1 (stereo not drawn)
  A: 1.6% | B: -5.4% | C: 1.9% | D: 17.6 | E: -5.2% | F: 1.5% | G: 6.8%

structure: COc1ccc(N2CC(c3noc(-c4ccccc4F)n3)CC2=O)cc1OC (stereo not drawn)
  A: -4.2% | B: 0.0% | C: 9.8% | D: 13.7 | E: -3.1% | F: -15.0% | G: 1.6%

structure: COc1cccc(CN2CC(Oc3ccccc3C(=O)NCc3ccccc3)C2)c1
  A: 6.6% | B: i | C: -11.2% | D: -18.5 | E: 39.8µM* | F: 35.5µM* | G: -4.8%

structure: CN(C)CCNC(=O)c1nc2nc(-c3ccccc3)c(-c3cccc(Cl)c3)cc2n1C
  A: 11.1%[172 µM] | B: -8.9%[88.5 µM] | C: ? | D: 8.6 | E: 28.2µM* | F: 10µM* | G: ?

structure: COc1ccc(NC(=O)c2sc3nc4c(cc3c2N)CN(Cc2ccccc2)CC4)cc1OC
  A: / | B: / | C: -1.6% | D: 8.7 | E: / | F: / | G: 12.0%

structure: CN1C(=O)CCC2(CNC(=O)C3CC3)CCC=C12 (stereo not drawn)
  A: 0.6% | B: i | C: -3.7% | D: -9.5 | E: 1.8% | F: -12.6% | G: -18.6%

structure: CN(C)c1nccnc1OC1CCN(C(=O)CC2CCCC2)C1 (stereo not drawn)
  A: 35.5µM* | B: i | C: -4.3% | D: -6.2 | E: ? | F: -7.3% | G: 87.3%[activator]

structure: COCCNC(=O)C1CCCN1C(=O)c1cccc(-c2cccc(OC)c2)c1 (stereo not drawn)
  A: / | B: i | C: 8.3%[12.5 µM] | D: -1.3 | E: ? | F: -22.1% | G: 3.2%

structure: O=C(CC1CCOC2(CCN(S(=O)(=O)c3ccccc3)CC2)C1)N1CCCC1 (stereo not drawn)
  A: 4.8% | B: i | C: 4.2% | D: 13.9 | E: -11.5% | F: -21.6% | G: 1.4%

structure: Cc1ccc(-c2cn(C3CCN(C(=O)c4ccc(Cl)cc4)CC3)c(=O)[nH]2)cc1
  A: / | B: -48.8% | C: -9.5% | D: 0.5 | E: -41.9% | F: ? | G: ?
